Source: PubChem BioAssay (several laboratories)
MEKK2mut PB1 HTS: MEK5 binding signal on mutant MEKK2 PB1, primary screen, biochemical, multiplex bead flow cytometry, Alexa488-MEK5 | 0.35% of 290,000 active | percent response, % at 10 µM | Alexa488-MEK5 binding to MEKK2 mutant; in the data active = percent response above about 24%, passing the limit was not always enough; note: inactives centre near 1; some results filed as inactive read as strong as hits
CRFBP-R2 agonist: agonists of CRF-BP/CRF-R2 complex, primary screen, cell-based, HEK293, calcium dye fluorescence, uHTS; calcium dye fluorescence (FLIPR); percent of saturating CRF peptide response; activation, % at 13.2 µM; 0.46% of 350,000 active;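 active = activation of at least 50%, plus an integration ratio under a set limit after plate pattern correction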;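 note: plate controls were neutral control wells without compound for no effect and CRF at EC100 for full effect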
MEKK2wt PB1 HTS: modulators of MEK5 binding to wildtype MEKK2, primary screen, biochemical, multiplex bead flow cytometry, Alexa488-MEK5 | Mitogen-activated protein kinase kinase kinase 2 (Homo sapiens), Q9Y2U5 | Alexa488-MEK5 binding to MEKK2 WT; actives lie on both sides | binding response (% of control), % at 10 µM | 1.1% of 290,000 active; in the data active = binding response below about 67% or above about 130%
DNA FID counter: compounds displacing fluorescent DNA intercalator, primary screen, artefact control for HCV NS3 helicase inhibitor project, biochemical, FID fluorescence; 0.17% of 290,000 active; inhibition, % at 7.9 µM; DNA fluorescent intercalator displacement; in the data active = inhibition above about 37%;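 note: 0% = vehicle and 100% = reference compound; higher means more ethidium bromide displaced from hairpin DNA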
SUMO HTRF inh: inhibitors of in vitro SUMOylation cascade, primary screen, biochemical, HTRF, uHTS; AID 2006, 2009; HTRF SUMOylation assay, SAE1/SAE2 + UBC9; inhibition, % at 35 µM; 0.36% of 290,000 active; SUMO-conjugating enzyme UBC9 (Homo sapiens), P63279; in the data active = inhibition above about 50%, passing the limit was not always enough; note: strong numbers were not always called active
Target sequence (P63279 whole entry, looked up): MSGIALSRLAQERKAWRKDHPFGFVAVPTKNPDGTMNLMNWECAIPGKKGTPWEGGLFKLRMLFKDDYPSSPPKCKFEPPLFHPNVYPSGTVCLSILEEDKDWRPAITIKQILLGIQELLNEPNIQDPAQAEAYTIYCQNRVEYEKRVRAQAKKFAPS
HCV NS3 hel inh: inhibitors of HCV NS3 helicase, primary screen, biochemical, Cy5 molecular beacon fluorescence; Hepatitis C virus NS3 helicase; NS3 helicase DNA unwinding; inhibition, % at 10.9 µM; 0.56% of 290,000 active; AID 1800, 2009;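 active = inhibition above the mean of all tested compounds plus 3 SD, set per campaign, cut at about 35% in these data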;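 note: 0% = DMSO wells and 100% = thioflavine S control wells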
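Material: hepatitis C virus NS3 helicase domain fragment enzyme; measured by: Cy5 fluorescence, 0 and 60 min reads; control set: DMSO and thioflavine S; incubation: 60 min unwinding reaction at 25 °C after ATP addition; read-out basis: % inhibition from 60/0 min fluorescence ratio, DMSO 0%, thioflavine S 100%; repeats: singlicate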
CRFBP-R2 block: antagonists of CRF-BP/CRF-R2 complex, primary screen, cell-based, HEK293, calcium dye fluorescence, uHTS; CRF-induced calcium fluorescence; inhibition, % at 11.8 µM; 0.59% of 350,000 active;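 active = inhibition of the ligand-induced calcium signal above about 50% at the single tested concentration, limit read from the data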
GalR3 antagonist: GalR3 antagonists in HEK293 cells, primary screen, cell-based, fluorescence readout. Galanin receptor type 3 (Homo sapiens), O60755. HEK293 GalR3-CNG cAMP membrane potential fluorescence; galR3 body fused to GalR1 C-terminus. inhibition, % at 3 µM. 0.44% of 360,000 active;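 active = inhibition above the screen-wide average plus 3 SD, cut at about 13% in these data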;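 note: forskolin and galanin both at EC90 stimulate the cells; cAMP rise reported by CNG channel membrane potential dye signal; 0% = forskolin plus galanin with DMSO and 100% = forskolin alone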
Target sequence (O60755 1-299 limits assumed): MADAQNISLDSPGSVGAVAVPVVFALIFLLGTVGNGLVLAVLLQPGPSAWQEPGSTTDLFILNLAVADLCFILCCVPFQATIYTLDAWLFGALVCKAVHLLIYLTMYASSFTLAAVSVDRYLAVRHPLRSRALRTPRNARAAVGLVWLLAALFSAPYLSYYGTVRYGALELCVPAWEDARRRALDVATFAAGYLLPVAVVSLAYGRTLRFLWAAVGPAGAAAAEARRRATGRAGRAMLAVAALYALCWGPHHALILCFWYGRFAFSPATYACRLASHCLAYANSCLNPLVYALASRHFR
MEKK3 PB1 HTS: modulators of MEKK3-MEK5 PB1 binding, primary screen, biochemical, wildtype MEKK3, multiplex bead flow cytometry, Alexa488-MEK5; bead-based flow cytometry, Alexa488-MEK5 binding to MEKK3; actives lie on both sides; 0 = blocked by unlabeled MEK5, 100 = vehicle; binding response (% of control), % at 10 µM; 1.4% of 290,000 active; AID 1529, 2009;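 active = binding response more than 3 SD above or below the average of its plate-row segment, actives on both sides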;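 note: Alexa488 bead fluorescence after subtracting the streptavidin-only scavenger bead signal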
Starred values were filed as active, the others as inactive. Not all compounds are listed. The share of hits here may be higher or lower than overall.

For C=CCOC(=O)C1=C(C)NC(C)=C(C(=O)OCC=C)C1c1ccco1 the results were MEKK2mut PB1 HTS -1, CRFBP-R2 agonist -8.1, MEKK2wt PB1 HTS 99, DNA FID counter -21, SUMO HTRF inh 4, HCV NS3 hel inh -13, CRFBP-R2 block 31, GalR3 antagonist -7 and MEKK3 PB1 HTS 101.
`O=c1c2c([nH]c3ccccc13)CCCC2` gave MEKK2mut PB1 HTS 10, CRFBP-R2 agonist 0.8, MEKK2wt PB1 HTS 109, DNA FID counter -1, SUMO HTRF inh 25, HCV NS3 hel inh 18, CRFBP-R2 block 5, GalR3 antagonist -3 and MEKK3 PB1 HTS 109.
Screening COc1cccc(CNC(=O)CCC2CCCN(C(=O)c3cc(C)on3)C2)c1 (stereo not drawn) returned MEKK2mut PB1 HTS -7, CRFBP-R2 agonist -0.6, MEKK2wt PB1 HTS 94, DNA FID counter -2, SUMO HTRF inh -7, HCV NS3 hel inh -13, CRFBP-R2 block 12, GalR3 antagonist 3 and MEKK3 PB1 HTS 102.
`CCCNC(=O)C1CCC(CNS(=O)(=O)c2ccc3c(c2)N(C(C)=O)CCO3)CC1` (stereo not drawn) gave MEKK2mut PB1 HTS 1, CRFBP-R2 agonist -0.1, MEKK2wt PB1 HTS 99, DNA FID counter -38, SUMO HTRF inh -5, HCV NS3 hel inh 2, CRFBP-R2 block -12, GalR3 antagonist -10 and MEKK3 PB1 HTS 101.
COc1ccc(NC(=O)CCCn2c(=O)c3sccc3n(Cc3ccc(C)cc3)c2=O)cc1 was read as MEKK2mut PB1 HTS 9, CRFBP-R2 agonist -2.0, MEKK2wt PB1 HTS 115, DNA FID counter -2, SUMO HTRF inh 36, HCV NS3 hel inh 2, CRFBP-R2 block 20, GalR3 antagonist -4 and MEKK3 PB1 HTS 97.
Cn1cnnc1Sc1ccc(C(=O)OCC(=O)Nc2ccccc2)cc1[N+](=O)[O-] was read as MEKK2mut PB1 HTS 3, CRFBP-R2 agonist -0.3, MEKK2wt PB1 HTS 100, DNA FID counter 2, SUMO HTRF inh 12, HCV NS3 hel inh -17, CRFBP-R2 block -1, GalR3 antagonist -3 and MEKK3 PB1 HTS 102.
`O=C(/C=C/Nc1ccc(S(=O)(=O)Nc2ncccn2)cc1)c1cccs1` gave MEKK2mut PB1 HTS -2, CRFBP-R2 agonist -0.8, MEKK2wt PB1 HTS 99, DNA FID counter -2, SUMO HTRF inh 9, HCV NS3 hel inh 3, CRFBP-R2 block 10, GalR3 antagonist -6 and MEKK3 PB1 HTS 102.
Screening COc1ccccc1CN1CCN(C(c2ccccc2)c2ccccc2)CC1 returned MEKK2mut PB1 HTS 10, CRFBP-R2 agonist 1.8, MEKK2wt PB1 HTS 121, DNA FID counter 9, SUMO HTRF inh -12, HCV NS3 hel inh -48, CRFBP-R2 block 5, GalR3 antagonist -7 and MEKK3 PB1 HTS 104.
Screening CCN(CC(=O)Nc1cc(Cl)ccc1C)C(=O)CCOc1ccccc1C returned MEKK2mut PB1 HTS 7, CRFBP-R2 agonist -1.1, MEKK2wt PB1 HTS 113, DNA FID counter -28, SUMO HTRF inh -5, HCV NS3 hel inh -14, CRFBP-R2 block 4, GalR3 antagonist -1 and MEKK3 PB1 HTS 103.
Cc1nc(/N=C(\N)NC(=O)N2c3ccccc3Sc3ccccc32)nc2ccccc12 was read as MEKK2mut PB1 HTS -2, CRFBP-R2 agonist -0.4, MEKK2wt PB1 HTS 104, DNA FID counter 0, SUMO HTRF inh 1, HCV NS3 hel inh 7, CRFBP-R2 block 15, GalR3 antagonist 4 and MEKK3 PB1 HTS 101.
Oc1ccc(/C=N/NC(=S)Nc2cccnc2)cc1 was read as MEKK2mut PB1 HTS -4, CRFBP-R2 agonist -1.3, MEKK2wt PB1 HTS 100, DNA FID counter -6, SUMO HTRF inh 16, HCV NS3 hel inh -2, CRFBP-R2 block 21, GalR3 antagonist -5 and MEKK3 PB1 HTS 100.
`O=C(Nn1cnc2ccccc2c1=O)c1ccccc1` gave MEKK2mut PB1 HTS -8, CRFBP-R2 agonist 0.3, MEKK2wt PB1 HTS 93, DNA FID counter -2, SUMO HTRF inh -5, HCV NS3 hel inh 3, CRFBP-R2 block 0, GalR3 antagonist -3 and MEKK3 PB1 HTS 100.
`O=C(CSc1ncc(-c2ccc(F)cc2)n1Cc1ccco1)Nc1ccc2c(c1)OCO2` gave CRFBP-R2 agonist -0.1, DNA FID counter -8, SUMO HTRF inh -1, HCV NS3 hel inh -16, CRFBP-R2 block 17 and GalR3 antagonist -7.
For CN(CC(=O)Nc1ccccc1Cl)CC(=O)Nc1c(F)cccc1F the results were MEKK2mut PB1 HTS 2, CRFBP-R2 agonist -2.1, MEKK2wt PB1 HTS 95, DNA FID counter -7, SUMO HTRF inh 16, HCV NS3 hel inh 0, CRFBP-R2 block -12, GalR3 antagonist 11 and MEKK3 PB1 HTS 101.
Screening CCc1ccc(NC(=O)CSc2nnc(CC)c(CC)n2)cc1 returned MEKK2mut PB1 HTS 0, CRFBP-R2 agonist -3.0, MEKK2wt PB1 HTS 98, DNA FID counter -20, SUMO HTRF inh 14, HCV NS3 hel inh 10, CRFBP-R2 block 6, GalR3 antagonist -6 and MEKK3 PB1 HTS 99.
Screening CC1CC(C)(C)NC(=S)N1CCCC(=O)Nc1ccccc1F (stereo not drawn) returned MEKK2mut PB1 HTS -13, CRFBP-R2 agonist -0.4, MEKK2wt PB1 HTS 88, DNA FID counter 1, SUMO HTRF inh -3, HCV NS3 hel inh -8, CRFBP-R2 block 2, GalR3 antagonist -6 and MEKK3 PB1 HTS 94.
For Cc1ccc(CNC(=O)COC(=O)c2ccc(Br)cc2)cc1 the results were MEKK2mut PB1 HTS -2, CRFBP-R2 agonist 1.4, MEKK2wt PB1 HTS 99, DNA FID counter -1, SUMO HTRF inh -2, HCV NS3 hel inh -5, CRFBP-R2 block -47, GalR3 antagonist -8 and MEKK3 PB1 HTS 95.
For Nc1c(N(C(=O)Nc2ccc(Cl)c(Cl)c2)C2CCCC2)c(=O)[nH]c(=O)n1Cc1ccccc1 the results were CRFBP-R2 agonist 3.0, DNA FID counter -6, SUMO HTRF inh 11, HCV NS3 hel inh 3, CRFBP-R2 block -3 and GalR3 antagonist 2.
Screening CC(C)CN1CCNC(=O)C1CC(=O)NCCc1ccc(C(F)(F)F)cc1 (stereo not drawn) returned MEKK2mut PB1 HTS 36, CRFBP-R2 agonist -2.3, MEKK2wt PB1 HTS 160*, DNA FID counter -10, SUMO HTRF inh -14, HCV NS3 hel inh -1, CRFBP-R2 block 40, GalR3 antagonist -1 and MEKK3 PB1 HTS 104.
For COC(=O)c1ccc(COc2ccccc2/C=N/NC(N)=O)o1 the results were MEKK2mut PB1 HTS -31, CRFBP-R2 agonist -1.4, MEKK2wt PB1 HTS 71, DNA FID counter -9, SUMO HTRF inh 1, HCV NS3 hel inh 9, CRFBP-R2 block -4, GalR3 antagonist -1 and MEKK3 PB1 HTS 64.

Quoted at random: three compounds from above
For C=CCOC(=O)C1=C(C)NC(C)=C(C(=O)OCC=C)C1c1ccco1 the results were MEKK2mut PB1 HTS -1, CRFBP-R2 agonist -8.1, MEKK2wt PB1 HTS 99, DNA FID counter -21, SUMO HTRF inh 4, HCV NS3 hel inh -13, CRFBP-R2 block 31, GalR3 antagonist -7 and MEKK3 PB1 HTS 101.
`O=C(CSc1ncc(-c2ccc(F)cc2)n1Cc1ccco1)Nc1ccc2c(c1)OCO2` gave CRFBP-R2 agonist -0.1, DNA FID counter -8, SUMO HTRF inh -1, HCV NS3 hel inh -16, CRFBP-R2 block 17 and GalR3 antagonist -7.
COc1ccc(NC(=O)CCCn2c(=O)c3sccc3n(Cc3ccc(C)cc3)c2=O)cc1 was read as MEKK2mut PB1 HTS 9, CRFBP-R2 agonist -2.0, MEKK2wt PB1 HTS 115, DNA FID counter -2, SUMO HTRF inh 36, HCV NS3 hel inh 2, CRFBP-R2 block 20, GalR3 antagonist -4 and MEKK3 PB1 HTS 97.

(next part)
`S=C(NCCc1c[nH]c2ccccc12)NC1CCCCC1` gave MEKK2mut PB1 HTS 2, CRFBP-R2 agonist 1.2, MEKK2wt PB1 HTS 104, DNA FID counter -4, SUMO HTRF inh 13, HCV NS3 hel inh 5, CRFBP-R2 block -11, GalR3 antagonist -3 and MEKK3 PB1 HTS 102.
For CCCN1C(=O)CC(c2ccco2)Sc2ccccc21 (stereo not drawn) the results were MEKK2mut PB1 HTS 9, CRFBP-R2 agonist -1.0, MEKK2wt PB1 HTS 110, DNA FID counter -19, SUMO HTRF inh -10, HCV NS3 hel inh 10, CRFBP-R2 block 15, GalR3 antagonist -6 and MEKK3 PB1 HTS 110.
For O=C(NCc1ccco1)c1c2c(nc3ccccc13)CCC2 the results were CRFBP-R2 agonist 1.1, DNA FID counter -4, SUMO HTRF inh 17, HCV NS3 hel inh 13, CRFBP-R2 block 21 and GalR3 antagonist -4.
CCCCNC(=O)CSc1nc2n[nH]c(C)c2c(=N)n1-c1cccc(Cl)c1C was read as MEKK2mut PB1 HTS 4, CRFBP-R2 agonist -1.5, MEKK2wt PB1 HTS 104, DNA FID counter -14, SUMO HTRF inh 8, HCV NS3 hel inh 1, CRFBP-R2 block -10, GalR3 antagonist -4 and MEKK3 PB1 HTS 105.
For Cc1sc(NC(=O)CSC2=NCCS2)nc1-c1ccccc1 the results were MEKK2mut PB1 HTS 2, CRFBP-R2 agonist -1.4, MEKK2wt PB1 HTS 104, DNA FID counter -10, SUMO HTRF inh -8, HCV NS3 hel inh -5, CRFBP-R2 block -1, GalR3 antagonist -5 and MEKK3 PB1 HTS 105.
`CCOC(=O)N1CCC(NC(=O)c2cc(S(=O)(=O)N3CCCCC3)ccc2F)CC1` gave MEKK2mut PB1 HTS -6, CRFBP-R2 agonist -1.9, MEKK2wt PB1 HTS 93, DNA FID counter -25, SUMO HTRF inh -4, HCV NS3 hel inh 2, CRFBP-R2 block -4, GalR3 antagonist 0 and MEKK3 PB1 HTS 103.
For CNC(=O)C(=O)NCC(c1cccs1)S(=O)(=O)c1ccc(F)cc1 (stereo not drawn) the results were MEKK2mut PB1 HTS 2, CRFBP-R2 agonist 3.3, MEKK2wt PB1 HTS 101, DNA FID counter -18, HCV NS3 hel inh 3, CRFBP-R2 block 1, GalR3 antagonist 0 and MEKK3 PB1 HTS 101.
Screening Cc1nc(Cl)cc(N/N=C/c2ccc(O)cc2O)n1 returned MEKK2mut PB1 HTS 4, CRFBP-R2 agonist -1.3, MEKK2wt PB1 HTS 103, DNA FID counter -8, SUMO HTRF inh 1, HCV NS3 hel inh -1, CRFBP-R2 block -2, GalR3 antagonist -10 and MEKK3 PB1 HTS 105.
